# OX1R antag – blocks the human orexin 1 receptor; O43613; CHO/OX1R cells, Fluo-8 calcium fluorescence, orexin A; inhibition, % at 5 µM; 330,000 tested, 0.43% active; AID 434989;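 active means inhibition above its plate's threshold, mean inhibition of all tested compounds on the plate plus 3 SD, cut at about 37% in these data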;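 further: 0% = orexin A challenge wells and 100% = SB-334867-A antagonist wells; not every result past the cut was called active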
# Target sequence (O43613 whole entry, looked up): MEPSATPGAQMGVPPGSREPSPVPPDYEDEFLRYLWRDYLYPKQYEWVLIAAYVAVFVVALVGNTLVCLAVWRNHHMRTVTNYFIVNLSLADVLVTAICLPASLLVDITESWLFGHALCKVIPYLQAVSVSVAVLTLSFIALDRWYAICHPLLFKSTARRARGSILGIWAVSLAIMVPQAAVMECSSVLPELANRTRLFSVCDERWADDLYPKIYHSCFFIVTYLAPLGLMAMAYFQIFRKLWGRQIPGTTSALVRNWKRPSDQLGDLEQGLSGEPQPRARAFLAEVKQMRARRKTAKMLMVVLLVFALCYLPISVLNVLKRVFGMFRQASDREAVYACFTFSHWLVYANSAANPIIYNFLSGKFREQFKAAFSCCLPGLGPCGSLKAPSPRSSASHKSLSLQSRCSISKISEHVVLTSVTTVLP
# CHT allo act – human CHT allosteric activation; Q9GZV3; CHT-expressing cells, membrane potential dye, choline EC20; stronger effect = higher value; LV-AA mutant CHT in HEK293 cells; B-score at 10 µM; 310,000 tested, 0.49% active; AID 488977;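 active means initial fluorescence not abnormally high and integrated response B-score, plate-corrected, over 3 SD above library mean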
# Target sequence (Q9GZV3 whole entry, looked up): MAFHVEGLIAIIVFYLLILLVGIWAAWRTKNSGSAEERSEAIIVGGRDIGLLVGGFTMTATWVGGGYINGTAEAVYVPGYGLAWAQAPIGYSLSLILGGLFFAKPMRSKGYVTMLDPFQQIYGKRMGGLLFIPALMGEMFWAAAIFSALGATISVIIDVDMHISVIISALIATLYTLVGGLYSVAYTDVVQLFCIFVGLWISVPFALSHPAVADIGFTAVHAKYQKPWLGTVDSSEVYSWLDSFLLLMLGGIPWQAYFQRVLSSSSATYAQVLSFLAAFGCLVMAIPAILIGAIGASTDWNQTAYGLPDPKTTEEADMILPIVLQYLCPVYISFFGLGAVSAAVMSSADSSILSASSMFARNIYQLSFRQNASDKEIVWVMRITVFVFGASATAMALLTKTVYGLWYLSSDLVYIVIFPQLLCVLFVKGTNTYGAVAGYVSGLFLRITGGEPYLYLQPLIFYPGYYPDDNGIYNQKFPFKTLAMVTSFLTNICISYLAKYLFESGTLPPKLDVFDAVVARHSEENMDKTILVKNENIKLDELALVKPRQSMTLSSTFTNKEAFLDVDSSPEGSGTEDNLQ
# Active calls of the source: *; i = inactive; / = not tested or not shown.
# Values run as follows: OX1R antag	CHT allo act
Oc1ccc(N2CCN(C(=S)NCCc3ccccc3)CC2)cc1
→ -13.8	i
Cc1ccc(C(=O)Nc2nnc(NC(=S)Nc3ccccc3)s2)cc1
→ -26.0	i
COc1cc(C(=O)N2CCC(n3cnc4cc(F)ccc43)CC2)cc(OC)c1OC
→ -20.6	i
Cc1cc(F)ccc1NC(=S)NCCc1ccccc1
→ /	i
O=C(NCCCN1CCOCC1)c1cc(-c2ccc(O)cc2)on1
→ 4.6	i
Cc1ccc(S(=O)(=O)N2CCCC2)cc1C(=O)O
→ 5.5	i
C=CCn1c(=O)c(C(=O)NCc2ccc(Cl)cc2)c(O)c2ccccc21
→ /	i
Cc1ccc[n+](CC(=O)N2CCCCC2)c1C
→ -12.8	i
COc1cc(CCC(C)=O)ccc1OC(=O)c1c(F)cccc1Cl
→ -24.4	i
CC(NC(=O)COc1ccccc1)C(=O)NCc1ccc(S(N)(=O)=O)cc1 (configuration not stated)
→ -13.2	/
O=C(CC1SC(=Nc2ccc3c(c2)OCCO3)NC1=O)Nc1ccc(F)cc1F (configuration not stated)
→ -35.7	i
Cc1ccc2nc(SCC(=O)N3CC(C)OC(C)C3)nc(=O)n2c1 (configuration not stated)
→ -4.5	i
COC(=O)c1ccccc1NC(=O)CSc1ccc(C)cc1
→ -25.8	i
Cc1cccc(C(=O)NC(=S)Nc2ccc(N3CCOCC3)cc2)c1
→ -32.1	i
O=C(CSc1ccc(-c2ccc(Br)cc2)nn1)NCC1CCCO1 (configuration not stated)
→ -28.2	i
Cc1ccccc1OCC(=O)Nc1ccc(N2CCOCC2)cc1N1CCOCC1
→ -5.6	/
O=C(NC1CCCC1)C(c1ccccn1)N(C(=O)c1csnn1)C1CCCCC1 (configuration not stated)
→ -25.7	i
COc1ccc(-n2c(=O)c3c4c(sc3n(Cc3cccc(F)c3)c2=O)CN(C(C)=O)CC4)c(OC)c1
→ -26.6	i
CCOc1ccccc1NC(=O)CNS(=O)(=O)c1ccc2nc(C)sc2c1
→ -23.0	i
O=C(Cc1cccs1)Nc1nc(-c2cccnc2)cs1
→ -8.0	i
COc1ccc(C(=O)NCCNc2ccccc2[N+](=O)[O-])cc1
→ -2.3	i
CC(=O)NC(CC(=O)N(Cc1ccccc1)c1cccc(C)c1)c1ccccc1 (configuration not stated)
→ -19.0	i
COc1cc(/C=N/NC(=O)c2c(-c3ccccc3)noc2C)ccc1O
→ -8.9	i
COc1ccc(/C=C2\SC(=S)N(CCC(=O)Nc3ccccn3)C2=O)cc1OC
→ -17.7	i
CC(C)(c1ccccc1)c1ccc(OCCN2CCOCC2)cc1
→ -62.2	i
CCSc1nnc(NC(=O)Cc2cc(OC)c(OC)c(OC)c2)s1
→ -42.0	i
Cc1ccc(C)c(OCC(=O)N/N=C\c2cccn2C)c1
→ -26.7	i
C=CCNC(=O)Cn1nnc(-c2ccc(-c3ccc(OC)cc3)cc2)n1
→ -0.4	i
Cc1cc(C(=O)CN2C(=O)C(=O)N(Cc3ccco3)C2=O)c(C)n1CCc1ccccc1
→ 10.7	/
Cc1ccc(NC(=O)C2C3/C=C\CCCCC32)cc1C (configuration not stated)
→ -6.9	i

# Single records, as listed above.
# Profile of `O=C(CSc1ccc(-c2ccc(Br)cc2)nn1)NCC1CCCO1` (configuration not stated) → OX1R antag = -28.2; CHT allo act = i
# Profile of `CC(C)(c1ccccc1)c1ccc(OCCN2CCOCC2)cc1` → OX1R antag = -62.2; CHT allo act = i
# Profile of `C=CCn1c(=O)c(C(=O)NCc2ccc(Cl)cc2)c(O)c2ccccc21` → OX1R antag = /; CHT allo act = i

# The main list resumes; the 2 compounds before the break are reprinted first.
# Values run as follows: OX1R antag	CHT allo act
Cc1cc(C(=O)CN2C(=O)C(=O)N(Cc3ccco3)C2=O)c(C)n1CCc1ccccc1
→ 10.7	/
Cc1ccc(NC(=O)C2C3/C=C\CCCCC32)cc1C (configuration not stated)
→ -6.9	i
Cc1ccc(-c2nn3c(C)nnc3s2)cc1N
→ -7.8	i
CN1C(=O)C2(c3ccccc31)N(C)CC(c1ccccn1)C21SC(=S)N(Cc2ccco2)C1=O (configuration not stated)
→ -24.6	i
C=CCC[C@H](Cc1ccc(F)cc1)C(=O)OC[C@@H](Cc1c[nH]c2ccccc12)NC(=O)[C@@H](CC=C)CC(=O)NCCO
→ -16.1	/
CCOC(=O)Cc1csc(NC(=O)/C=C/c2ccc(Br)o2)n1
→ -15.7	i
CCn1cc(SCC(=O)N2CCc3ccccc32)c2ccccc21
→ -24.8	i
C/C(=N\OC(=O)c1c(-c2c(F)cccc2Cl)noc1C)c1nccs1
→ -12.5	i
O=[N+]([O-])c1ccc(-c2nnc(S)n2-c2ccccc2)cc1
→ -1.5	i
Cc1cc2[nH]c(=O)c(=O)[nH]c2cc1S(=O)(=O)N1CCC(C)CC1
→ 3.0	i
O=C(/C=C(O)/C=C/c1ccc(O)cc1)/C=C/c1ccc(O)cc1
→ 88.0*	/
Nc1cc(N2CCCC2)c(Cl)cc1[N+](=O)[O-]
→ -3.6	i
Cc1cc(C)n(-c2nc(-c3ccc(Cl)cc3)cs2)n1
→ 1.1	i
CC1(C(=O)Nc2c(F)c(F)c(F)c(F)c2F)CC1(Br)Br (configuration not stated)
→ -4.0	i
Cc1nn(Cc2ccccc2)c(C)c1C(=O)NCCCN1CCCC1=O
→ -6.7	/
COc1ccc(C(=O)Nc2ccc(C)c(S(=O)(=O)N3CCCCCC3)c2)cc1
→ -0.1	i
O=C(N/N=C/c1ccc(Cl)cc1Cl)c1cccc(N2CCCC2=O)c1
→ -7.7	i
CCOC(=O)N/N=C/c1cn(CCCOc2ccccc2)c2ccccc12
→ 4.0	i
COc1ccc(-c2nnc(Nc3nc4c(OC)cccc4s3)o2)cc1
→ -6.9	i
CCSc1nnc(NC(=O)[C@@H](NC(=O)c2cc(OC)cc(OC)c2)C(C)C)s1
→ -47.1	i
Cc1ccc(N(Cc2ccccc2F)S(C)(=O)=O)c(C)c1
→ -15.7	i
Cc1cnc(C(=O)OC(C)C(=O)Nc2ccc3c(c2)OCCO3)cn1 (configuration not stated)
→ -10.3	i
Cc1ccc(-n2ncc3c(=O)[nH]c(SCC(=O)N4CC(=O)Nc5ccccc54)nc32)cc1
→ -5.6	/
Cc1ccc(S(=O)(=O)Nc2cc(NC(=O)CN3CCOCC3)ccc2Cl)cc1
→ -23.3	i
O=C(NCC(=O)N(c1ccccc1)C(C(=O)NC1CCCC1)c1cccnc1)c1ccco1 (configuration not stated)
→ -12.2	i
O=C(Nc1nc(-c2ccccn2)cs1)c1ccccc1-n1cnnn1
→ -28.0	i
Cc1cccc(NC(=O)Cc2c(F)cccc2Cl)n1
→ -3.8	i
COc1ccc(Oc2nnc(-c3ccccc3)cc2C#N)cc1
→ -17.9	i
O=c1c2c(nc3cc(-c4ccc(F)cc4)[nH]n13)CCC2
→ 15.6	i
CC1(C)Cc2ccccc2-c2nnc(-c3ccc(O)cc3)n21
→ -5.0	i
Cc1ccc(CN=c2c([N+](=O)[O-])nn(-c3cccc(C)c3)n2O)cc1
→ -19.2	i
O=C(C1CCN(S(=O)(=O)c2cccc3cccnc23)CC1)N1CCN(c2ccc(Cl)cc2)CC1
→ -20.0	i
O=c1[nH]c(-c2ccc(O)cc2)nc2scc(-c3cccs3)c12
→ -8.4	i
O=C(Oc1ccc[nH]c1=O)c1cccc(Cl)c1
→ -7.9	i
CCOc1ccc(C(CC(=O)O)NC(=O)COc2ccccc2)cc1OC (configuration not stated)
→ 0.2	i
COc1cc(C(=O)NCC2(c3ccccc3)CCCC2)cc(OC)c1OC
→ -27.9	i
N#Cc1ccc(C(=O)NCCCSc2ccccc2)cc1
→ -14.6	i
O=[N+]([O-])/C=C/c1c(OCc2ccccc2)ccc2ccccc12
→ 13.1	i
COc1cccc(Nc2nc(-c3cccs3)nc3ccccc23)c1
→ 8.4	i
CC1CCN(c2c(NCC3CCC(C(=O)NCc4ccccc4)CC3)c(=O)c2=O)CC1 (configuration not stated)
→ -12.5	i
COC(=O)Nc1c(C(=O)OC)cc(OC)c(OC)c1OC
→ -7.4	i
Cc1nn(C)cc1C1C(C#N)=C(N)N(c2ccc(F)c([N+](=O)[O-])c2)C2=C1C(=O)CCC2 (configuration not stated)
→ -2.1	i
COCCNC(=O)c1onc(CSc2ccccc2C)c1C(=O)O
→ -24.7	i
C=CCN1C(=O)N(c2ccc(F)cc2)C(=O)C1CC(=O)Nc1ccc(Cl)cc1 (configuration not stated)
→ -33.1	i
NS(=O)(=O)c1ccc(CCNC(=O)c2ccc(NS(=O)(=O)c3ccc4[nH]c(=O)[nH]c4c3)cc2)cc1
→ 11.6	i
CCOC(=O)c1nnn(CC(=O)Nc2cc(F)ccc2F)c1C(=O)OCC
→ -26.9	i
NC(=O)CSc1nc(O)cc(=O)n1-c1ccccc1
→ -4.2	i
Cc1ccc(C)c(NC(=O)COC(=O)c2cccc(S(=O)(=O)N3CCCCC3)c2)c1
→ -13.4	i
CC(=O)Nc1ccc(N(C(=O)CNC(=O)c2ccco2)C(C(=O)NCC2CCCO2)c2ccccc2)cc1 (configuration not stated)
→ -21.4	i
CCOC(=O)N1CCN(C(=O)c2cc3ccccc3o2)CC1
→ -18.7	i
CCOC(=O)N1CCN(S(=O)(=O)N2CCCC(C(=O)NCCCN3CCCCC3)C2)CC1 (configuration not stated)
→ 2.1	i
Cc1ccc(C)c2c1cc(C)c1nnc(SCC(=O)Nc3nc4c(s3)CCCC4)n12
→ -19.4	i
CC(C)[C@H](NC(=O)[C@H](CCCN=C(N)N)NC(=O)NC(Cc1ccccc1)C(=O)O)C(=O)NC(C=O)CCCN=C(N)N (some centres not stated)
→ -0.8	i
COc1ccccc1OCC(=O)Nc1ncc(C)s1
→ -12.7	/
Cc1cccc(NC(=O)C2CCN(S(=O)(=O)c3ccc(Cl)cc3)CC2)n1
→ -29.8	i
O=S(=O)(O)c1cc(OS(=O)(=O)c2ccccc2)cc2ccccc12
→ -21.8	i
O=C(/C=C\c1ccc(-c2ccccc2)o1)c1ccccc1
→ -20.6	i
Cc1ccc(CNC(=O)c2ccccc2NC(=O)C2=CSCCO2)cc1
→ -18.3	i
COc1cccc(C(=O)Nc2ccccc2-c2ccccc2)c1
→ -11.6	/
CC1CCC(NC(=O)C(NS(=O)(=O)c2cccc3nsnc23)C(C)C)CC1 (configuration not stated)
→ -16.6	i
C#CCOc1ccc(/C=C2/C(=O)NN(c3ccc(F)cc3)C2=O)cc1OC
→ -1.6	i
Cc1ccc2[nH]cc(CCNC(=O)CN3C(=O)c4ccccc4C3=O)c2c1
→ -6.2	i

# More results follow:
# Values run as follows: OX1R antag	CHT allo act
CC(C)(C)c1cc(CN2CCN(CCO)CC2)cc(C(C)(C)C)c1O
→ -30.0	i
O=C(CSc1nc2c(sc3ccccc32)c(=O)n1CCCN1CCCC1)NCc1ccccc1
→ -36.9	i
COc1ccc2c(c1)[C@H]1[C@H](CO2)[C@H](c2ccccc2)[C@]2(C)C(=O)Nc3cc(F)c(F)cc3C(=O)N12
→ -25.3	i
NNC(=O)CSc1c(-c2ccccc2)c2cc(Cl)ccc2[nH]c1=O
→ /	i
Cc1ccc(C(=O)O/N=C(\N)c2cccnc2)cc1[N+](=O)[O-]
→ -26.3	i
COc1ccccc1C(=O)NC(CCSC)C(=O)N1CCN(C/C=C/c2ccccc2)CC1 (configuration not stated)
→ -25.2	i
COc1ccc2ccccc2c1C1CC(=O)N2CN(Cc3ccco3)CSC2=C1C#N (configuration not stated)
→ -4.7	i
COc1cccc(C2C(C(=O)c3sc(C)nc3C)=C(O)C(=O)N2CCN2CCOCC2)c1OC (configuration not stated)
→ -9.0	i
Cc1c([N+](=O)[O-])cc(C(=O)Oc2cccc(C(=S)N3CCOCC3)c2)cc1[N+](=O)[O-]
→ -15.8	i
CC1(C(=O)O)CCC(C(=O)N2CCOCC2)C1(C)C (configuration not stated)
→ 3.8	i
CCOC(=O)C1CCN(C(c2cccc(F)c2)c2sc3nc(C)nn3c2O)CC1 (configuration not stated)
→ -23.5	i
CCCCSc1ccc(NC(=O)c2cccnc2)cc1
→ -14.0	i
Cc1ccc(OCC(=O)N(C)CC(=O)Nc2ccc(F)c(F)c2F)cc1
→ -35.6	i
Cc1nn(C(C)C(=O)NCc2ccccc2F)c(=O)c2nn(-c3ccccc3)c(C)c12 (configuration not stated)
→ -20.0	i
COc1cc(CN2CCCC(CO)(Cc3ccccc3C)C2)cc2c1OCO2 (configuration not stated)
→ -23.3	i
COc1ccc(NC(=O)Nc2cnccn2)cc1OC
→ -2.1	i
O=C(COC(=O)c1ccccn1)Nc1nccs1
→ 2.0	i
CCOc1ccc(NC(=O)Nc2cccs2)cc1
→ -9.1	i
COC(=O)c1ccc(CN(c2ccc(OC)cc2)S(=O)(=O)c2ccccc2)cc1
→ 1.2	i
Nc1nc2c(nc(SCc3ccccc3Br)n2C2OC(CO)C(O)C2O)c(=O)[nH]1 (configuration not stated)
→ -3.2	i
COC(=O)COc1ccc2c(=O)c(Oc3ccccc3)c(C)oc2c1
→ -18.9	i
Cc1ccc(S(=O)(=O)N2CCC(C(=O)Nc3ccc(S(=O)(=O)N4CCCC4)cc3)CC2)cc1
→ 18.6	i
O=C(Cc1cscn1)c1ccc(O)cc1O
→ -9.9	i
Cc1ccc(-c2nn(-c3ccccn3)c(=O)c3ccccc23)cc1C
→ -23.4	i
O=C(N1CCCCCC1)N1CCN(S(=O)(=O)c2cccc([N+](=O)[O-])c2)CC1
→ -19.1	i

# Filtered by structure: the compounds so far with bromine (4)
# Values run as follows: OX1R antag	CHT allo act
O=C(CSc1ccc(-c2ccc(Br)cc2)nn1)NCC1CCCO1 (configuration not stated)
→ -28.2	i
CCOC(=O)Cc1csc(NC(=O)/C=C/c2ccc(Br)o2)n1
→ -15.7	i
CC1(C(=O)Nc2c(F)c(F)c(F)c(F)c2F)CC1(Br)Br (configuration not stated)
→ -4.0	i
Nc1nc2c(nc(SCc3ccccc3Br)n2C2OC(CO)C(O)C2O)c(=O)[nH]1 (configuration not stated)
→ -3.2	i
